CCR6 antagonist: CCR6 receptor antagonists, primary screen, cell-based, CHO-K1, luminescence, beta-arrestin, uHTS. inhibition, % at 20 µM. C-C chemokine receptor type 6 (Homo sapiens), P51684. CHO-K1 CCR6 PathHunter beta-arrestin, CCL20-stimulated. 0.49% of 340,000 active;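 active = compounds whose inhibition of the agonist-driven luminescence signal at 20 µM reaches about 50%, limit read from the data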;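 also: cells stimulated with CCL20 at 14 nM final; plate controls were DMSO with CCL20 for no effect and DMSO without agonist for full effect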
Target sequence (P51684 whole entry, looked up): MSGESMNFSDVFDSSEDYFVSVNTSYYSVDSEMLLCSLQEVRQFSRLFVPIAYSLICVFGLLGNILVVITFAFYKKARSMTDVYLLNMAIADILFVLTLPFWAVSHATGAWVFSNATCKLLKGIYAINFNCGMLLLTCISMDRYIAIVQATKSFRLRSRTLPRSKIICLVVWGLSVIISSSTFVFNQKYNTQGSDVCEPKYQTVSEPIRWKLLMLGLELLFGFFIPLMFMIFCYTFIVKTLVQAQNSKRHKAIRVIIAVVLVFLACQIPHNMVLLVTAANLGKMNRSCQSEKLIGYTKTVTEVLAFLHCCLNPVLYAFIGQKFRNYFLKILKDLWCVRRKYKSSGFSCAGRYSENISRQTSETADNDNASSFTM
Apaf1 inhib: inhibitors of human Apaf-1 apoptosome, primary screen, biochemical, DEVD-Rh110 fluorescence, uHTS | 0.71% of 330,000 active | inhibition, % at 20 µM | Apoptotic protease-activating factor 1 (Homo sapiens), O14727 | reconstituted apoptosome caspase-3 activity; active = inhibition of at least 40% at 20 µM;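 also: plate controls were DMSO wells for no effect and DEVD-CHO caspase inhibitor wells for full effect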
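System: reconstituted apoptosome with Apaf-1, cytochrome c, caspase-9, procaspase-3, dATP; Signal: Rh110 fluorescence intensity; Schedule: 30 min compound preincubation, 50 min activation, room temperature; Reagent: cytochrome c trigger plus (Z-DEVD)2-Rh110 caspase-3 substrate.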
697 NFkB inh: inhibitors of PMA/ionomycin-induced NF-kB reporter, 697 cells, primary screen, B-cell NF-kB inhibitor project, cell-based, luminescence, uHTS; 697 B-cell NF-kB luciferase reporter, 16 h; 0.33% of 330,000 active; inhibition, % at 4 µM; AID 435022, 2010; in the data active = inhibition above about 35%
Gli-Sufu antag: Gli-Sufu pathway antagonists, primary screen, luciferase luminescence, Sufu-KO-LIGHT cells, uHTS | 0.74% of 340,000 active | inhibition, % at 5 µM | Sufu-KO-LIGHT fibroblasts, Gli luciferase reporter luminescence | AID 588413, 2011;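 active = inhibition above about 55%, limit read from the data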;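 also: 0% = DMSO-treated cells and 100% = wells with medium but no cells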
SENP8 block: SENP8 protease inhibitors, primary screen, biochemical, luminescence; purified SENP8, Z-RLRGG-aminoluciferin cleavage; inhibition, % at 10 µM; 1.2% of 330,000 active
EBI2 block: EBI2 receptor antagonists, beta-arrestin recruitment, primary screen, cell-based, luminescence, 7a,25-OHC stimulation, uHTS | 7a,25-OHC stimulated | AID 651636, 2012 | 0.81% of 360,000 active | inhibition, % at 5 µM | G-protein coupled receptor 183 (Homo sapiens), P32249; in the data active = inhibition above about 38%;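 also: enzyme fragment complementation signal reports receptor beta-arrestin coupling in cells; 0% = agonist plus DMSO wells and 100% = wells without agonist; some results beyond the cut were filed as inactive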
Target sequence (P32249 whole entry, looked up, the tested form may be a part): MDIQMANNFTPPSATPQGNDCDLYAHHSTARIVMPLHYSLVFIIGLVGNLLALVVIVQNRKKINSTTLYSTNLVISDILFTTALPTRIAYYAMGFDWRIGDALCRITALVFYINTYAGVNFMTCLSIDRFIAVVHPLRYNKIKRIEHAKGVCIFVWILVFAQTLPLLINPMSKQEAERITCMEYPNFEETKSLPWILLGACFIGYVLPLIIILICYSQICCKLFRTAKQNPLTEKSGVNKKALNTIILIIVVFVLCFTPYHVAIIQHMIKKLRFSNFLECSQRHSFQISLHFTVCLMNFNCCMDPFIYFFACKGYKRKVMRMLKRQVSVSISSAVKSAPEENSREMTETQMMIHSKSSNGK
UBC13 polyUb: UBC13 polyubiquitin chain formation inhibitors, primary screen, biochemical, TR-FRET, uHTS. Ubiquitin-conjugating enzyme E2 N (Homo sapiens), P61088. inhibition, % at 20 µM. 0.47% of 330,000 active; in the data active = inhibition above about 45%, passing the limit was not always enough
Target sequence (P61088 whole entry, looked up): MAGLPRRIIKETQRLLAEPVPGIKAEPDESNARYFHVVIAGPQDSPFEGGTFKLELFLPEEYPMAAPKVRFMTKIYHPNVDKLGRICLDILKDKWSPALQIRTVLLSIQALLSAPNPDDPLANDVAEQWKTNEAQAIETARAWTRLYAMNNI
Jurkat NFkB inh: inhibitors of induced NF-kB luciferase reporter, primary screen, TCR NF-kB activation inhibitor project, cell-based, luminescence, uHTS; Jurkat, PMA/ionomycin-induced NF-kB luciferase reporter; inhibition, % at 4 µM; 0.53% of 330,000 active; AID 435003, 2010
* marks the source's active call; other numbers are inactive results; x = not tested or not shown. Rule as the data show it, unless noted: active = inhibition above about 50%; inactive = the rest. Only part of the results is shown (hit frequency here may not be typical).

SMILES	CCR6 antagonist	Apaf1 inhib	697 NFkB inh	Gli-Sufu antag	SENP8 block	EBI2 block	UBC13 polyUb	Jurkat NFkB inh
O=C(CSc1nc2c(cnn2-c2ccc(F)cc2)c(=O)[nH]1)N1CCCCC1	-1	11	-12	12	-5	9	-4	4
Cc1ccc(C)c(OCCCC(=O)O)c1	-13	-2	0	3	1	-4	2	-3
O=C(CCCOc1ccccc1)Nc1nnc(C2CCCO2)s1 (stereo unspecified)	10	7	6	-3	0	-11	-4	-3
O=C(Nc1ccc2nc(-c3ccco3)[nH]c2c1)c1cccs1	6	-2	-21	-39	-1	-1	-1	-17
Cc1ccc(SCC(=O)Nc2ccc(C(=O)Nc3ccc(O)cc3)cc2)cc1	1	-27	-2	-4	1	2	10	-7
COc1ccc(CC(=O)N/N=C/c2ccc(Cl)s2)cc1OC	3	15	-30	4	-9	1	-7	-37
COc1ccc(OC)c2c1CC(C)(C)NC2=O	3	-9	7	1	10	-7	16	8
Cc1ccc(C)c(S(=O)(=O)Nc2ccc(C(=O)NCCCN3CCOCC3)cc2)c1	-1	-1	-34	3	4	6	-9	-5
Cc1cc(OC(=O)c2ccc(F)cc2)c([N+](=O)[O-])c(=O)[nH]1	-3	6	6	6	8	-4	1	1
Cc1noc(C)c1S(=O)(=O)N1CCC(C(=O)c2ccccc2)CC1	9	6	1	2	6	6	2	22
O=C(NC(=S)NCc1ccccc1)c1cccs1	21	17	-6	2	-6	-1	2	-10
Cn1ncc(Cl)c1C(=O)NNC(=O)Nc1cccc2ccccc12	-7	12	6	4	-8	1	1	-1
Cc1cc(Cl)c2ccccc2n1	-3	-22	-44	2	-1	0	-4	24
CCOC(=O)C(C(=O)OCC)C1CCS(=O)(=O)C1 (stereo unspecified)	-1	6	-7	-18	6	-6	-7	9
CCCCNc1ncnc2c1cnn2-c1ccc(Cl)cc1	-6	14	-308	-124	-8	0	12	-25
O=C(CCSc1ccccn1)c1ccccc1	9	3	-7	-4	-25	-13	-4	0
O=C(N/N=C1/CC2C=CCC12)c1cccs1 (stereo unspecified)	-2	2	17	-1	-2	-5	-2	4
NS(=O)(=O)c1ccc(CNC(=O)Cc2ccccc2F)cc1	-10	1	-31	7	-4	-3	-12	-22
CCC(C)NC(=O)Nc1ccccc1F (stereo unspecified)	4	-4	7	7	-1	-2	7	4
CC(C)=NNc1cc([N+](=O)[O-])cc2c1C(=O)N(C)S2=O (stereo unspecified)	2	-13	3	-5	4	7	-26	-5
Cc1cc(C)c(C)c(OCCCCn2cnc3ccccc3c2=O)c1	6	3	-10	-1	6	1	10	2
COc1ccc(CCNC(=O)CCn2c(=O)c3cccn3c3ccc(F)cc32)c(OC)c1OC	6	1	9	3	2	10	7	-3
NC(=O)c1cc([N+](=O)[O-])ccc1NCc1ccc(O)cc1	10	-1	37*	27	-5	-8	0	19
COc1ccc2c(c1OC)C(=O)N(c1nccs1)C2	5	9	-56	8	-16	-6	-8	-64
Cn1c(=O)cc(OCC(=O)NCCc2ccc(Cl)cc2)c2ccccc21	0	2	-8	6	5	0	-4	-2
SMILES	CCR6 antagonist	Apaf1 inhib	697 NFkB inh	Gli-Sufu antag	SENP8 block	EBI2 block	UBC13 polyUb	Jurkat NFkB inh
Clc1cccc(CN2CCSCC2)c1Cl	12	-1	-15	x	9	-5	-6	-2
Cc1nn(Cc2ccc(Cl)c(Cl)c2)c(C)c1NC(=O)c1cc(-c2ccc3c(c2)OCO3)on1	18	-5	19	15	1	17	-7	25
CCOC(=O)c1c(-c2ccccc2Cl)csc1NC(=O)CSc1nc(C)cc(=O)[nH]1	7	17	-17	-6	5	3	-25	4
COC(CNC(=O)CN1C(=O)COc2ccc(S(=O)(=O)N3CCOCC3)cc21)OC	3	-4	-2	-4	-2	-13	2	-2
Cc1ccc(Cn2nnnc2CN2CCC(O)(c3cccnc3)CC2)cc1	4	-19	6	0	1	2	5	6
C=CCn1c(=O)c2ccccc2n2c(SCC(=O)NC)nnc12	16	8	-13	7	-8	-1	3	-6
Cn1c(CNC(=O)c2ccccc2F)nnc1SCC(=O)Nc1nncs1	3	1	2	2	-3	7	4	5
CC(=O)NC12CC3CC(C1)CC(C(=O)NCc1ccc(C)cc1)(C3)C2	15	9	5	22	-11	-5	-4	9
CC1CCCN(C(=O)Nc2ccc(Br)cc2Cl)C1 (stereo unspecified)	19	9	-47	-32	-15	-8	-2	-29
Cc1cc(C)c(C#N)c(Cl)n1	1	3	20	-6	0	-8	-2	-16
O=C(NCc1ccc2c(c1)OCO2)C1CCN(S(=O)(=O)N2CCOCC2)CC1	9	3	1	3	-2	-5	11	1
O=C(Nc1cccc(NC(=S)NC(=O)c2cccs2)c1)c1ccccc1	8	-3	-35	-33	2	7	2	4
CC(CCc1ccccc1)NC(=O)c1cccnc1 (stereo unspecified)	-2	-6	-20	3	7	-3	5	-11
Cc1c(C(=O)NCc2ccc3c(c2)OCO3)oc2ccc(S(=O)(=O)N3CCCCC3)cc12	0	-6	-11	10	-2	12	8	9
CC(C)C[C@H](NC(=O)c1[nH]cnc1C(=O)N[C@@H](C)C(=O)OC(C)(C)C)C(=O)OCc1ccccc1	11	26	-22	0	-6	5	-17	3
COc1ccc(CCNC(=O)COc2ccc(S(=O)(=O)NC3CCCCC3)cc2Cl)cc1	19	21	3	14	3	24	8	12
COc1ccccc1NC(=O)NNC(=O)CCN1CCOCC1	-8	8	12	-8	0	-3	0	-6
Cc1ccc(N=Nc2ccc(O)cc2)c(Br)c1	27	-1	-316	-158	56*	11	-17	-117
CC(=O)NCC(=O)NC1(C(=O)NC2CCCC2)CCCCC1	8	-7	-18	6	0	5	6	8
CCOC(=O)c1c(NC(=O)C2Cc3ccccc3C(=O)O2)sc2c1CCCC2 (stereo unspecified)	0	-10	3	14	-7	5	38	-3
COc1cc(C)c(Cl)cc1S(=O)(=O)NCCCN1CCOCC1	1	0	-33	3	8	3	-2	-9
C[C@@H]1COC(=O)[C@H](CC(=O)OC(C)(C)C)C/C=C\C[C@H](CC(=O)NCCO)C(=O)N1	2	-6	-1	-7	0	4	3	3
COc1ccc(Cl)cc1N(CC(=O)N1CCN(Cc2ccccc2)CC1)S(C)(=O)=O	5	7	-7	8	0	-10	7	1
Cc1ccc(C(=O)NNC(=O)CCCCC(=O)NNC(=O)c2ccc(C)cc2)cc1	-2	-9	-22	4	-9	-3	-5	-16
Cc1csc(NC(=O)Cc2nn(C)c(=O)c3ccccc23)n1	-8	2	-30	37	-1	-4	2	9
SMILES	CCR6 antagonist	Apaf1 inhib	697 NFkB inh	Gli-Sufu antag	SENP8 block	EBI2 block	UBC13 polyUb	Jurkat NFkB inh
CCNc1nc(Cl)nc(NNC(=O)C(C)Oc2ccccc2)n1 (stereo unspecified)	10	-2	-8	-5	3	-5	-3	-12
CCOc1cc(N2CCOCC2)c(OCC)cc1NC(=O)c1ccccc1C	5	-2	15	4	0	-1	-5	7
COc1ccc(-n2c(SCC#N)nnc2-c2ccc(NS(=O)(=O)c3ccc(C)cc3)cc2)cc1	4	19	-18	9	-4	2	-6	12
COC(=O)c1ccc(C(=O)OC)c(NS(C)(=O)=O)c1	9	-8	2	-1	7	-3	-6	-13
O=C(C(=O)N1CCOCC1)c1c[nH]c2ccccc12	6	-2	11	-3	4	-2	2	1
Cc1nc2c(ccc3nc(NC(=O)Cc4ccccc4)sc32)s1	1	9	-14	-24	12	-1	18	-23
COc1ccc(-c2[nH]nc3oc(=O)c(CCO)c(C)c23)cc1	14	2	28	-10	-4	6	-12	-4
CCCC(C(=O)NC1CCCC1)N(Cc1ccc(OC)cc1)C(=O)c1snc(C(N)=O)c1N (stereo unspecified)	2	23	7	-1	-1	7	19	-19
Cc1ccc(S(=O)(=O)N(C)c2ccc(OCC(=O)N3CCCCC3)cc2)cc1	10	-1	-3	2	-11	4	7	12
O=C1Cc2cc(NS(=O)(=O)c3cc(F)ccc3F)cc3c2N1CCC3	11	8	3	-3	5	-5	3	-1
N#Cc1c(SCC(=O)Nc2ccccc2C(F)(F)F)sc2c(O)cc(=O)[nH]c12	16	4	8	20	0	7	-5	-11
CC(C)Sc1n[nH]c(=O)n1-c1ccccc1	-10	-29	-12	2	1	1	3	-4
CC1CC(C)CN(C(=O)CN2C(=O)NC3(CCCCCC3)C2=O)C1 (stereo unspecified)	0	-2	21	-3	3	-4	15	7
Nc1nnnn1/N=C/c1cccs1	0	6	-1	8	-8	-5	2	0
Cc1cccc2sc(N3CCN(C(=O)C4COc5ccccc5O4)CC3)nc12 (stereo unspecified)	-6	21	6	-2	-4	-11	-1	28
CCC(=O)N1CCc2cc(Br)cc(S(=O)(=O)NCCN3CCCCC3CC)c21 (stereo unspecified)	-4	17	-10	8	-10	7	1	-10
O=C(Nc1ccccn1)C1(c2ccccc2)CCCC1	15	-10	-14	10	-8	2	12	7
CCOC(=O)[C@H]1[C@H]2COc3ccc(Br)cc3[C@@H]2N2C(=O)CN(Cc3ccc(F)cc3)C(=O)[C@@]12C	2	21	-4	-6	-7	10	5	-12
CC(C)C(NC(=O)c1cccc(S(=O)(=O)N2CCOCC2)c1)C(=O)NCCc1ccccn1 (stereo unspecified)	-15	7	18	3	1	-1	4	10
CCc1cccc(C)c1N(C(=O)Cn1c(COC)nc2ccccc21)C(C)COC (stereo unspecified)	11	7	1	8	-8	-1	-2	-12
O=S(=O)(c1cnc(Cl)c(Cl)c1)N1CCc2ccccc21	1	3	25	6	-6	-11	-7	-6
Cc1cc(C(=O)NC2CCCCC2C)c2ccccc2n1 (stereo unspecified)	11	7	-22	-1	-2	1	-3	-7
Cc1ccccc1CNC(=O)CN(c1cccc([N+](=O)[O-])c1)S(C)(=O)=O	9	4	-1	-3	-3	16	-3	-1
COc1ccccc1-c1noc(-c2ccccc2)n1	4	8	-160	-69	87*	-2	-3	-130
O=c1c2ccccc2sn1-c1ccccc1	76*	3	-7	2	17	13	-12	-8

Single records (already shown):
CCOC(=O)[C@H]1[C@H]2COc3ccc(Br)cc3[C@@H]2N2C(=O)CN(Cc3ccc(F)cc3)C(=O)[C@@]12C in the list: CCR6 antagonist = 2; Apaf1 inhib = 21; 697 NFkB inh = -4; Gli-Sufu antag = -6; SENP8 block = -7; EBI2 block = 10; UBC13 polyUb = 5; Jurkat NFkB inh = -12
COc1ccccc1-c1noc(-c2ccccc2)n1 in the list: CCR6 antagonist = 4; Apaf1 inhib = 8; 697 NFkB inh = -160; Gli-Sufu antag = -69; SENP8 block = 87*; EBI2 block = -2; UBC13 polyUb = -3; Jurkat NFkB inh = -130
CC(C)C(NC(=O)c1cccc(S(=O)(=O)N2CCOCC2)c1)C(=O)NCCc1ccccn1 (stereo unspecified) in the list: CCR6 antagonist = -15; Apaf1 inhib = 7; 697 NFkB inh = 18; Gli-Sufu antag = 3; SENP8 block = 1; EBI2 block = -1; UBC13 polyUb = 4; Jurkat NFkB inh = 10

(list continues)
SMILES	CCR6 antagonist	Apaf1 inhib	697 NFkB inh	Gli-Sufu antag	SENP8 block	EBI2 block	UBC13 polyUb	Jurkat NFkB inh
CCCCOc1ccc(CN2CCC(O)CC2)cc1	-6	-5	1	2	5	-4	-5	-44
O=C(Nc1ccc2nc3n(c(=O)c2c1)CCCCC3)C(=O)N1CCN(c2ccccc2F)CC1	-11	21	-14	-21	9	2	-3	1
CC(CC(C)C(=O)N1CCOCCN(C(=O)C(C)CC(C)C(=O)O)CCOCC1)C(=O)O (stereo unspecified)	3	-4	27	-7	2	-4	8	-7
COc1cccc(C(=O)N2CCN(Cc3nc(CC4CC4)no3)CC2)c1	7	-20	10	-6	-1	-9	16	6
COCc1nnc(NC(=O)COc2ccc3c(c2)OCO3)s1	5	4	11	-7	0	-10	-1	0
Clc1cccc(Cl)c1/C=C/c1ccn[nH]1	14	7	-67	-21	-8	-3	8	-15
